beta cell repl: induces beta-cell replication in MIN6 cells; AID 2380; MIN6 cells proliferation, ATPlite luminescence, 48 h; cells starved in 0.2% serum; 100% = growth in 10% serum; proliferation, % at 10 µM; hit rate 0.29% among 330,000;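 active means compounds whose signal lies at least 3.5 SD above the mean of all wells on their plate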;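 further: 0% = DMSO-treated cells in low-serum medium and 100% = 10% serum control; some compounds called inactive have numbers as strong as hits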
TIM10 inh: TIM10 yeast growth inhibition; inhibition, % at 10 µM; hit rate 1.4% among 330,000; S. cerevisiae TIM10 strain growth, BacTiter-Glo luminescence, 24 h;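 active means inhibition of 40% or more at the single tested concentration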;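 further: wild-type TIM10 isogenic control strain grown at permissive 25 °C; 0% = DMSO yeast wells and 100% = minimal medium wells without yeast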
APOBEC3A inh: inhibitors of human APOBEC3A DNA deaminase; P31941; recombinant A3A, FAM/TAMRA ssDNA deamination fluorescence; inhibition, % at 20 µM; hit rate 0.41% among 330,000;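 active means at least 40% inhibition at 20 µM here, with at most 30% in a related deaminase screen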;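 further: plate controls were A3A with DMSO for no effect and wells lacking A3A enzyme for full effect; some results filed as inactive read as strong as hits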
Target sequence (P31941 whole entry, looked up): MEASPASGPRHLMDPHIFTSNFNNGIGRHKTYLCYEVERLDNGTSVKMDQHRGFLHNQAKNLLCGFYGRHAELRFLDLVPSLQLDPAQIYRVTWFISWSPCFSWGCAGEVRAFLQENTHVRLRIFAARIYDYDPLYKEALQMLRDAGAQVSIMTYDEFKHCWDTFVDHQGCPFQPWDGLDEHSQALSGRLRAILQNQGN
NALP3 yeast inh: inhibitors of NALP3 inflammasome in yeast; Yeast reconstituted NLRP3/ASC/caspase-1, beta-gal luminescence, 24 h; inhibition, % at 10 µM; hit rate 0.39% among 330,000; AID 2825;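 active means inhibition of 50% or more; inactive means inhibition below 50%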;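 further: plate controls were induced DMSO wells for no effect and uninduced yeast grown without galactose for full effect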
tim10-1 inh: inhibits growth of tim10-1 mutant yeast; S. cerevisiae tim10-1 ts strain growth, BacTiter-Glo, 24 h; inhibition, % at 20 µM; hit rate 2.2% among 330,000; AID 463190;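 active means inhibition of at least 40%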;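 further: mutant grown at 25 °C; 0% = DMSO wells with yeast and 100% = wells holding no yeast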
mIAP act: mouse IAP activation. muIAP, CDP-Star luminescence, 30 min; stronger effect = higher value; 1 = vehicle-only enzyme signal, 0 = enzyme-free wells. activation factor at 10 µM. hit rate 0.24% among 330,000. AID 2805;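 active means activation factor of at least 2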; further: the source names both 10 and 20 µM as test concentration; values of inactives mirror those of a sister screen read the other way
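Assay system: mouse IAP enzyme / Compound: DMSO-dissolved test compounds / Timing: 30 min, room temperature / Measured by: luminescence from enzymatic CDP-Star hydrolysis / Control set: DMSO-only wells, enzyme-free buffer wells as negative control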
APOBEC3G inh: blocks human APOBEC3G single-stranded DNA deamination | hit rate 0.28% among 330,000 | Q9HC16 | recombinant A3G, ssDNA deamination FAM/TAMRA fluorescence | AID 493012 | inhibition, % at 20 µM;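 active means inhibition of at least 40% at 20 µM, with no more than 30% in the related APOBEC3A deaminase screen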;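 further: plate controls were DMSO wells with A3G for no effect and wells lacking A3G enzyme for full effect; some compounds called inactive have numbers as strong as hits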
Target sequence (Q9HC16 whole entry, looked up): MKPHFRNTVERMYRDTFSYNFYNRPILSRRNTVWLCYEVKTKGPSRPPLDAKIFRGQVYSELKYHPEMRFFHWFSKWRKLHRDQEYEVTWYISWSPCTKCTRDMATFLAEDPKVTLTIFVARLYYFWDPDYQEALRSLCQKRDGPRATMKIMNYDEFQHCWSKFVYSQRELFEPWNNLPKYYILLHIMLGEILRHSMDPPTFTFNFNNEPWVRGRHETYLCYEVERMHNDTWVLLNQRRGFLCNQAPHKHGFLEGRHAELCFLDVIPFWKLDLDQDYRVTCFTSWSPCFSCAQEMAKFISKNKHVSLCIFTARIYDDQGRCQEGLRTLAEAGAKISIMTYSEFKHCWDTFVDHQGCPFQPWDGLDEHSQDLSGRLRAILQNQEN
hIAP inh: human IAP inhibition. P09923. purified IAP, CDP-Star luminescence, 30 min. inhibition, % at 10 µM. hit rate 0.12% among 330,000. AID 2544;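 active means inhibition reaching a set limit with compound at 10 µM in the primary screen, cut at about 35% in these data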;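 further: plate controls were DMSO wells with enzyme for no effect and no-enzyme buffer wells for full effect; values of inactives mirror those of a sister screen read the other way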
Target sequence (P09923 whole entry, looked up): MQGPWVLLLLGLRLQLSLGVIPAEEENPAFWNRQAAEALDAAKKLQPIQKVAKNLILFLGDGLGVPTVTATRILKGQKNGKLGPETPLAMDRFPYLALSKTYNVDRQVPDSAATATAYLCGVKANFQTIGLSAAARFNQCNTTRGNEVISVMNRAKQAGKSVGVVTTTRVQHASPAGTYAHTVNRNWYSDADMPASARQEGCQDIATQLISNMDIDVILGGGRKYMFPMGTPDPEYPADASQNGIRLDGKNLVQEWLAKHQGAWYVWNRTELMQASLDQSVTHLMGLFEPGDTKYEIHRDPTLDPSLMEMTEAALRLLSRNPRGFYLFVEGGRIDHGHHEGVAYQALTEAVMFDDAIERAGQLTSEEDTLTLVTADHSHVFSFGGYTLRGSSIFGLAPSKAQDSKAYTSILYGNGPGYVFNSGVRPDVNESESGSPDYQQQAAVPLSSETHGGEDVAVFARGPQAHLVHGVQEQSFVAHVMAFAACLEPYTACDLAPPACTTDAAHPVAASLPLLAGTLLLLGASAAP
mIAP block: blocks mouse intestinal alkaline phosphatase; AID 2806; inhibition, % at 10 µM; hit rate 0.2% among 330,000; purified mouse IAP, CDP-Star luminescence, 30 min;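 active means inhibition of at least 40% at 10 µM in the primary screen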;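 further: plate controls were DMSO with enzyme for no effect and no enzyme wells for full effect; values of inactives mirror those of a sister screen read the other way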
* = called active by the depositor; i = inactive. No enrichment for hits (roughly 4.6% active in at least one column).

SMILES	beta cell repl	TIM10 inh	APOBEC3A inh	NALP3 yeast inh	tim10-1 inh	mIAP act	APOBEC3G inh	hIAP inh	mIAP block
CC(C)NC(=S)NNc1ncnc2sc3c(c12)CC(C)(C)OC3	0	-18	-9	8	5	0.98	0	-35	2
Cc1cc(C)c(S(=O)(=O)NCC2CCC(C(=O)NCc3ccc4c(c3)OCO4)CC2)c(C)c1 (stereo not given)	-1	-16	-3	5	4	1.6	2	-25	-61
COC(=O)c1c(NC(=O)c2ccoc2C)sc2c1CCC2	1	-10	5	30	11	1.1	2	-2	-8
Cc1ccc2nc(N3CCC(C(=O)O)CC3)nc(-c3ccccc3)c2c1	2	18	-3	10	11	1	-4	-2	-2
NC(=O)c1oc2ccccc2c1NC(=O)c1ccccc1	-1	17	-3	5	7	1.1	-2	6	-6
CC1CCCC(NC(=S)Nc2ccc(SC(F)F)cc2)C1C (stereo not given)	-4	33	-4	40	39	8.1*	-7	-15	i
O=S1(=O)C[C@H]2NC(=S)N(c3ccccc3)[C@H]2C1	-2	6	-1	-3	2	1	0	14	0
O=C(NCCC1=CCCCC1)C1CCCN(S(=O)(=O)c2cccnc2)C1 (stereo not given)	-1	0	-1	3	-1	0.97	-8	-17	3
CCOc1ccc(CN(CCO)CCO)cc1C(=O)OC	2	-9	-3	14	-6	0.97	-5	1	3
O=C(CC1S/C(=N/N=C/C=C/c2ccccc2)NC1=O)Nc1ccc(C(=O)O)cc1 (stereo not given)	-4	-30	1	10	-38	1.1	1	8	-7
COC(=O)c1sc(NC(=O)c2c(F)cccc2F)c(C#N)c1C	2	41*	1	-36	45*	0.99	-5	-5	1
O=C(CSc1oc(-c2ccco2)nc1S(=O)(=O)c1ccccc1)NCC1CCCO1 (stereo not given)	-3	-9	-6	8	5	1	-6	-11	-1
COc1ccc(OC)c(NC(=O)CSc2nnc(C3CCCCC3)o2)c1	-3	26	1	-15	25	0.97	-11	1	3
COc1ccc(N=C2S/C(=C\c3ccc(Cl)c([N+](=O)[O-])c3)C(=O)N2CCN(C)C)cc1	-6	35	-1	27	40	0.89	-5	18	11
CC(C)(C)c1ccc(C(=O)O/N=C(\N)c2ccccc2)cc1	-5	83*	-1	40	57*	0.95	-6	1	5
Cc1cccc(C(=O)OCC(=O)N2CCCC2=O)c1[N+](=O)[O-]	0	3	0	20	15	0.9	-3	11	10
COc1ccc(S(=O)(=O)NCCc2c[nH]c3ccccc23)cc1OC	-5	2	-1	8	8	1	-1	-12	-4
CCCn1c(=O)c(C(=O)NNS(=O)(=O)c2ccc(Cl)cc2)c(O)c2ccccc21	-5	3	-3	-3	-9	0.9	-6	-23	10
Cc1cc(C)cc(NC(=O)c2ccc([N+](=O)[O-])o2)c1	-5	83*	0	11	49*	0.93	-8	7	8
Cc1ccc(S(=O)(=O)NCC(=O)Nc2ccc(C(F)(F)F)cc2)cc1	-3	-8	0	-1	22	1.1	-6	2	-8
N#Cc1nc(Nc2cccc(Cl)c2)c2ncn(C3CCCC3)c2n1	1	22	-1	8	32	1	-5	3	0
Cc1cccc(NC(=O)c2ccc([N+](=O)[O-])s2)c1C	-6	61*	-7	-2	66*	0.91	-7	-4	9
COC(=O)C(C#N)c1nc2ccccc2nc1N1CCN(Cc2ccc3c(c2)OCO3)CC1 (stereo not given)	-1	4	3	14	18	0.9	-2	-32	10
CC(C)(C)OC(=O)N1CCC(C(N)=O)CC1	3	-7	-2	8	-13	1.1	-1	7	-6
CSC(=N/N=C(\N)c1cnccn1)SC	-1	-6	0	-1	1	0.96	-6	3	4
c1ccc(-c2nccc(-c3ccco3)n2)nc1	-2	5	1	2	5	1	-11	-13	0
Cc1cc(SCCC(=O)O)nc2c(C)cccc12	2	5	1	8	13	0.89	3	1	11
CCCc1c(C(=O)NNc2ccccc2OC)cnn1-c1ccccc1	-2	2	1	23	32	0.92	-5	17	8
O=C(NN1CCOCC1)c1cccc2ccccc12	-1	-10	-2	-1	10	1	-1	6	-2
Cc1csc(NC(=O)CSc2nnc(Cc3cccn3C)n2-c2ccc(F)cc2)n1	0	6	-3	12	19	0.97	-7	16	3
O=C(Nc1cccc(NC(=O)c2ccco2)c1)c1ccc2c(c1)OCCO2	0	15	0	10	-14	1.1	0	3	-13
CCOC(=O)N1CCC(NC(=O)c2cc3sccc3n2CC)CC1	1	17	0	3	16	1	-5	1	-4
COc1cc(NC(=O)c2ccco2)ccc1NC(=O)c1ccccc1Cl	-3	-8	1	18	-39	0.96	-3	3	4
CCN(CCNC(=O)C1CCN(S(=O)(=O)c2c(C)noc2C)CC1)c1ccccc1	-4	-8	0	-2	1	1.1	3	2	-10
CCCOc1ccccc1N1C(=O)CC(N(O)c2ccccc2)C1=O (stereo not given)	2	17	1	18	37	1	1	8	-2
COc1cc(/C=C2/C(=N)N3N=C(CC(=O)N4CCOCC4)SC3=NC2=O)ccc1OCc1ccccc1F	0	0	0	2	12	1	-2	-15	-1
COc1ccc(CN2C(=O)c3cccnc3C2=O)cc1S(=O)(=O)N(C)c1cccc(C)c1	2	10	-2	-6	26	0.99	-5	13	1
COc1ccc(CCN=C(N)NS(=O)(=O)c2cc(F)ccc2F)cc1	3	13	8	20	-9	1.1	-1	10	-7
Cc1cc(NC(=O)C2CC2)n(-c2nc3ccccc3s2)n1	0	12	-3	20	31	0.97	-3	2	3
NC(=O)c1nn2c(C(F)(F)F)cc(-c3ccccc3)nc2c1Br	0	4	-2	39	-2	0.99	-9	-6	1
Cc1cc(NC(=O)COc2ccc(C)c(C)c2)no1	-1	-23	-1	39	-2	1	-7	1	0
O=C(NNc1nc2cc3c(cc2s1)OCO3)c1cccc(F)c1	2	1	0	10	15	0.86	-12	-85	14
O=C(O)CC(NC(=O)c1ccco1)c1ccco1 (stereo not given)	1	7	2	13	5	1	-1	-19	-2
Cc1noc(C)c1N=Nc1ccccc1C(=O)O	-1	3	-2	14	-8	0.96	-11	3	4
COc1cc(NC(=O)c2ccc3snnc3c2)cc(OC)c1	0	11	-1	47	7	0.95	-7	-8	5
CCOc1ccc(/C=N/n2c(COc3ccccc3)n[nH]c2=S)cc1OC	-3	-2	-7	18	21	1	13	3	0
Cc1ccc(OCC(=O)N2CCN(S(=O)(=O)c3ccc(Cl)s3)CC2)cc1C	-3	9	7	20	14	0.95	-3	-5	5
Cn1c(CN2CCOCC2)nc2cc(NC(=O)c3ccc(Cl)cc3)ccc21	0	-2	-3	-3	16	1.1	-3	7	-6

Records listed above marked active in mIAP act.
SMILES	APOBEC3A inh	NALP3 yeast inh	tim10-1 inh	mIAP act	APOBEC3G inh	hIAP inh	mIAP block
CC1CCCC(NC(=S)Nc2ccc(SC(F)F)cc2)C1C (stereo not given)	-4	40	39	8.1*	-7	-15	i

Remaining list, next part.
SMILES	beta cell repl	TIM10 inh	APOBEC3A inh	NALP3 yeast inh	tim10-1 inh	mIAP act	APOBEC3G inh	hIAP inh	mIAP block
COC(=O)C1=NN(c2ccccc2)C2C(=O)N(c3ccccc3OC)C(=O)C12 (stereo not given)	0	2	2	1	-7	0.92	6	7	8
CCn1c(SC/C=C/c2ccccc2)nnc1-c1cnccn1	1	-12	-1	30	14	1.1	0	-2	-9
Cc1nc2sc3c(c2c(=N)n1N)CC(C)(C)OC3	4	0	-2	18	4	0.65	-6	20	35
CC(NC(=O)c1ccco1)C12CC3CC(CC(C3)C1)C2 (stereo not given)	-1	9	1	21	34	1.1	-6	-1	-11
Cc1ccc(-n2nnnc2SCC(=O)N2c3ccccc3NC(=O)C2(C)C)cc1	-1	-3	-2	6	11	1	-5	4	-5
Cc1ccccc1N1CC(C(=O)N2CC(C)OC(C)C2)CC1=O (stereo not given)	0	3	-1	22	-6	1	-7	8	-2
Cc1nn(CC(C)C(=O)N2CCN(S(=O)(=O)c3ccc(Cl)cc3)CC2)c(C)c1C (stereo not given)	-1	2	1	8	23	1.1	-3	-4	-5
COc1ccc(/C=C(\NC(=O)c2ccc(Cl)cc2)C(=O)NCCCn2ccnc2)cc1OC	-2	-14	3	12	3	1	-5	-5	-4
CC1CCCCN1C(=O)CSc1nnc2c(n1)[nH]c1ccc(F)cc12 (stereo not given)	2	6	-5	25	11	0.92	-12	0	8
COc1ccc(C)cc1NC(=O)c1cc(S(=O)(=O)N2CCCC2)cn1C	3	2	-1	5	3	1.1	0	11	-11
COc1cccc(CN2CC(C(=O)N(C)CC3CCOCC3)CCC2=O)c1 (stereo not given)	-3	4	-5	16	17	1	-8	-18	0
COc1ccc(/C=N\Nc2ccc([N+](=O)[O-])cc2[N+](=O)[O-])c(C(=O)O)c1OC	-2	-11	6	12	15	0.84	1	16	16

Profiles, quoted from the list. Values in the order: beta cell repl | TIM10 inh | APOBEC3A inh | NALP3 yeast inh | tim10-1 inh | mIAP act | APOBEC3G inh | hIAP inh | mIAP block
Entry for COc1cccc(CN2CC(C(=O)N(C)CC3CCOCC3)CCC2=O)c1 (stereo not given) = -3 | 4 | -5 | 16 | 17 | 1 | -8 | -18 | 0
Entry for CC1CCCCN1C(=O)CSc1nnc2c(n1)[nH]c1ccc(F)cc12 (stereo not given) = 2 | 6 | -5 | 25 | 11 | 0.92 | -12 | 0 | 8

(listing goes on)
SMILES	beta cell repl	TIM10 inh	APOBEC3A inh	NALP3 yeast inh	tim10-1 inh	mIAP act	APOBEC3G inh	hIAP inh	mIAP block
Cc1cccc2cc(-c3nc4ccc(C(=O)O)cc4[nH]3)c(=O)oc12	-6	5	3	18	5	0.91	-11	-14	9
N#CCC(=O)Nc1ccc(C(=O)NCc2cccc(Cl)c2)cc1	-3	-11	0	2	13	0.95	-7	0	5
Cn1cc(C2N3CC4(C)CN2CC(C)(C3)C4=O)c2ccccc21 (stereo not given)	0	9	2	14	11	0.94	-2	8	6
COc1ccc2cc(CN(CC3CCCO3)C(=S)NCc3ccco3)c(=O)[nH]c2c1 (stereo not given)	-2	14	-1	-5	29	0.9	-1	6	10
Cc1cccc(C(=O)NNC(=O)C2CC2)c1	0	-8	-8	11	3	0.93	-5	7	8
NC(=O)[C@@H]1CCCCNc2c(I)cc([N+](=O)[O-])cc2C(=O)N[C@@H](CCC(=O)O)C(=O)N[C@@H](CO)C(=O)N1	-4	-9	8	13	-20	0.97	-4	18	3
CCCCCCSc1ncc(C#N)c(N)n1	5	5	-1	22	21	1	-2	9	-1
O=C(CCNS(=O)(=O)c1cccs1)NCc1cccs1	2	1	0	12	9	1.1	-2	4	-12
C=CC1=C(C(=O)O)N2C(=O)[C@@H](NC(=O)/C(=N\OCC(=O)O)c3csc(N)n3)[C@H]2SC1	0	-8	13	7	-17	0.79	12	3	22
Cc1cccc(NC(=O)CN2C(=O)N/C(=C\c3cccn3-c3cccc(C(=O)O)c3)C2=O)c1	-1	-15	39	-20	-7	0.97	15	16	3
COc1ccc2c(c1)C1(Nc3ccccc3-c3nc4ccccc4n31)C(=O)N2 (stereo not given)	-2	26	1	7	11	0.91	-3	12	9
Cc1cc(C)n(-c2ccc(C(=O)NCCCN3CCOCC3)cc2)n1	-3	-5	2	17	-1	1	-11	7	-2
Cn1c(=O)oc2cc(S(=O)(=O)CCC(=O)NCCc3ccccc3)ccc21	0	-3	-1	7	2	1.1	-3	-13	-7
O=C(Nc1ccc2oc(-c3ccccc3)nc2c1)c1ccccc1F	-2	65*	-1	14	13	0.94	-4	-6	6
COc1ccc(Br)c(C(=O)NC(C)(C)CO)c1	2	-19	5	-1	6	0.98	5	28	2
O=c1[nH]c(/C=C\c2cccc(O)c2)nc(O)c1[N+](=O)[O-]	-3	7	4	17	-7	0.97	11	5	3
O=C(NNC(=O)c1ccncc1)c1ccccc1	2	-15	-3	4	8	1	-7	8	0
COc1ccc(O)c(C(=O)c2cnn(C(=O)c3cc(C)oc3C)c2)c1	-3	7	-4	-1	29	0.89	-6	9	11
